# Screening data (PubChem BioAssay)
# eLon inh = inhibits E. coli Lon protease | inhibition, % at 7.94 µM | AID 602123 | actives 0.42% (n = 360,000) | P0A9M0 | purified E. coli Lon protease, fluorescence polarization; in the data active = inhibition above about 13%, passing the limit was not always enough;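 note: 0% = enzyme with probe and DMSO and 100% = no enzyme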
# Target sequence (P0A9M0 whole entry, looked up): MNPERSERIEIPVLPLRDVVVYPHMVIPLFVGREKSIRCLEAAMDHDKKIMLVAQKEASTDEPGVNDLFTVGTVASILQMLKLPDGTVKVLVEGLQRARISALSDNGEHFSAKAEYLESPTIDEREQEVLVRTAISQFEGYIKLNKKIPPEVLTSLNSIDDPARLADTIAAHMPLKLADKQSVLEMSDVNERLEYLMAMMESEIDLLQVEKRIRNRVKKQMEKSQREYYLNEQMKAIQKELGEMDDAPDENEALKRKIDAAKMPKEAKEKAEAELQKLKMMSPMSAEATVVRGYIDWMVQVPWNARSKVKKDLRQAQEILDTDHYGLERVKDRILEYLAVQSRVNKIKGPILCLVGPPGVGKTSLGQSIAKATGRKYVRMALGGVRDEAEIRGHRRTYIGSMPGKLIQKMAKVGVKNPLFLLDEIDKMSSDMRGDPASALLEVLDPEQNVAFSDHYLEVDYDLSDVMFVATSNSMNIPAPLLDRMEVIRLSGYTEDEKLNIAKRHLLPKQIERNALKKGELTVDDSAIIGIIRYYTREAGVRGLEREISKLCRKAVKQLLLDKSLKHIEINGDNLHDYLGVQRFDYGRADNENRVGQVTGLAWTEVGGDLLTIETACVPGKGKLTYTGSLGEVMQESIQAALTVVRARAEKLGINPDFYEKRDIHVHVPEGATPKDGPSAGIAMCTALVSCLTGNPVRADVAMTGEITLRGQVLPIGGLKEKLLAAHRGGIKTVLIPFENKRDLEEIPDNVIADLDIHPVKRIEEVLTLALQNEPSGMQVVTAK
# SKN-1 inh = blocks SKN-1 activity in C. elegans. C. elegans VP596 Pgst-4::GFP/RFP ratio, acrylamide-induced, 24 h. actives 0.49% (n = 360,000). inhibition, % at 21.8 µM;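 active = interference check ratio from 0.5 to 1.5 plus GFP to RFP signal ratio inhibition reaching or exceeding a fixed threshold, cut at about 30% in these data, passing the limit was not always enough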; note: some compounds called inactive have numbers as strong as hits
# Neddylation inh = cullin neddylation inhibition. P61081+Q13564. TR-FRET cullin neddylation, biochemical. calls only at 25 µM. actives 0.58% (n = 360,000); in the data active = inhibition above about 36%
# MsrA inhibitor = inhibits bovine methionine sulfoxide reductase A | purified bovine MsrA, absorbance read-out | inhibition, % at 15.5 µM | actives 0.75% (n = 360,000) | AID 651718; in the data active = inhibition above about 4.5%;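 note: 0% = vehicle wells with enzyme and 100% = reference inhibitor wells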
# bovine MsrA act = activators of bovine methionine sulfoxide reductase A; activation, % at 10.6 µM; purified bovine MsrA, absorbance read-out; actives 0.3% (n = 360,000); in the data active = activation above about 7.5%;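 note: 0% = vehicle and 100% = reference activator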
# NRP1-CendR mod = alters CendR peptide binding to human NRP-1 | inhibition, % at 25 µM | FAM-RPARPAR peptide binding to NRP-1, fluorescence polarization | O14786 | actives 0.85% (n = 360,000);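 active = inhibition or corrected inhibition above about 18%, plus a signal ratio from 0.5 to 1.5, limit read from the data, passing the limit was not always enough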; note: strong numbers were not always called active
# Rin1 Abl inh = human Rin1-Abl interaction inhibition. actives 0.4% (n = 360,000). P00519+Q13671. AID 588664. inhibition, % at 7.35 µM. TR-FRET Rin1/Abl binding, biochemical; in the data active = inhibition above about 5%, passing the limit was not always enough
# FAS TE block = blocks the thioesterase domain of human fatty acid synthase. P49327. recombinant FAS-TE, OMFH fluorogenic substrate, fluorescence endpoint. inhibition, % at 15 µM. actives 0.67% (n = 360,000). AID 602261;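 active = compounds whose normalised, plate-corrected inhibition of enzyme fluorescence in the single-dose primary screen is 50% or more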;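 note: 0% = DMSO with enzyme and 100% = substrate without enzyme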
# MT1-MMP act inh = MT1-MMP (human) activation inhibition; P50281; GFP/RFP ratio change, % at 20 µM; HT1080 RFP-PRO-GFP cells, GFP/RFP ratio fluorescence, overnight; percent of plate control window, DMSO zero; actives 0.061% (n = 360,000);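 active = GFP/RFP ratio change of at least 30% with cell ATP level not reduced by more than half and red fluorescence within 50% of control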; note: strong numbers were not always called active
#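 Material – HT1080 RFP-PRO-GFP cells · Control set – DMSO wells and RFP-L50D-GFP cells · Incubation – overnight cell settling, then overnight compound exposure, 37 °C, 5% CO2 · Compound dosing – single-point 20 µM compound, 1% DMSO · Read-out – GFP/RFP fluorescence ratio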
# Active calls of the source: *; i = inactive; x = not tested or not shown.
SMILES,eLon inh,SKN-1 inh,Neddylation inh,MsrA inhibitor,bovine MsrA act,NRP1-CendR mod,Rin1 Abl inh,FAS TE block,MT1-MMP act inh
O=C(CCc1ccccc1)Nc1ccc(NS(=O)(=O)c2ccccc2)cc1,-2,3,i,-0.9,1,6,0,4,8
CCOC(=O)CC(=O)NC(CC(=O)OC)c1ccc(Br)cc1 (configuration not stated),1,5,i,-0.4,-3,-10,0,-4,2
COc1ccc(S(=O)(=O)N(CC(=O)NC2CC2)Cc2ccccc2)cc1,-9,-2,i,0.2,-2,9,2,-3,1
O=C(COC(=O)c1cc(S(=O)(=O)N2CCCC2)ccc1O)NCCc1ccccc1,-2,1,i,-0.3,-3,3,-1,-9,1
Fc1ccc(-c2ccc3c(c2)C2CC3CCN2Cc2ccc3c(c2)OCO3)cc1 (configuration not stated),-9,-9,i,0.3,1,-1,3,21,1
O=C(c1cccc(S(=O)(=O)N2CCCCC2)c1)N(CCc1ccccc1)Cc1ccccc1,9,-3,i,0.2,-2,7,3,24,-3
COc1ccc(OC)c(NC(=O)c2cccc(C)c2[N+](=O)[O-])c1,-7,-5,i,-0.1,-3,2,-1,4,0
CCc1nnc(NC(=O)CSc2nnc(Cc3ccccc3)n2Cc2ccccc2)s1,-3,-21,i,-1.1,-2,-1,3,-4,2
CC(=O)c1ccc(N2CCN(CC(O)COCc3ccco3)CC2)cc1 (configuration not stated),-5,2,i,4.1,-2,-10,0,14,0
N=C1C(c2ccccc2)=C(O)CN1c1cccc(S(=O)(=O)Nc2cccc(C(F)(F)F)c2)c1,-5,-4,i,-0.2,-3,7,3,-1,4
O=C(NC(=S)NCCc1ccccn1)c1ccccc1,-4,2,i,0.4,-8,-22,2,-1,-3
O=C(Nc1ccc(S(=O)(=O)N2CCCCCC2)cc1)c1c(F)cccc1F,1,3,i,0.8,-12,-7,-2,12,x
O=C1C=C(c2ccc(F)cc2OCc2ccccc2)C[C@@H](c2ccc(F)cc2)C1,18,15,i,-0.5,0,-4,2,28,-1
CCOC(=O)c1c(N)sc(C(=O)N(C)C)c1C,-4,-1,i,-0.7,-2,-4,0,-4,-2
O=C1CC(=C(c2ccccc2)c2ccccc2)C(=O)N1CCCCN1CCN(c2ccccc2)CC1,10,-4,i,0.7,3,-1,-2,9,2

# Part of the list above in order of count of non-hydrogen atoms, ascending:
SMILES,eLon inh,SKN-1 inh,Neddylation inh,MsrA inhibitor,bovine MsrA act,NRP1-CendR mod,Rin1 Abl inh,FAS TE block,MT1-MMP act inh
CCOC(=O)c1c(N)sc(C(=O)N(C)C)c1C,-4,-1,i,-0.7,-2,-4,0,-4,-2
CCOC(=O)CC(=O)NC(CC(=O)OC)c1ccc(Br)cc1 (configuration not stated),1,5,i,-0.4,-3,-10,0,-4,2
O=C1CC(=C(c2ccccc2)c2ccccc2)C(=O)N1CCCCN1CCN(c2ccccc2)CC1,10,-4,i,0.7,3,-1,-2,9,2

# Additional compounds:
SMILES,eLon inh,SKN-1 inh,Neddylation inh,MsrA inhibitor,bovine MsrA act,NRP1-CendR mod,Rin1 Abl inh,FAS TE block,MT1-MMP act inh
O=C(CSc1nc2scc(-c3ccco3)c2c(=O)n1-c1ccccc1)NCC1CCCO1 (configuration not stated),-12,1,i,0.0,-7,-94,-4,-4,-11
COc1cccc(C(=O)Nc2ccccc2)c1,2,9,i,1.1,2,3,-1,3,-7
CN(C(=O)Cn1nc(C(=O)O)c2ccccc2c1=O)c1ccccc1,-10,-17,i,0.2,-3,-3,0,-2,0
Cc1nc2nc(SCC(=O)NCCCN3CCCC(C)C3)nn2c(C)c1Cc1ccccc1Cl (configuration not stated),1,31,i,0.5,-2,4,-1,-8,-2
COc1cc(CNCCNC(=O)c2nonc2N)ccc1OCc1ccc(Cl)cc1,-2,16,i,-0.4,3,10,-2,1,-3
CCN(CC(=O)Nc1ccccc1C(F)(F)F)C(=O)c1oc2c(Cl)cccc2c1C,-6,2,i,0.7,-1,4,-2,6,5
CN(c1ccc(C(=O)Nc2ccc3c(c2)OCO3)cc1)S(C)(=O)=O,-10,-9,i,1.0,-9,-5,-1,-6,-7
O=C(CN(CC1CCCO1)C(=O)CCC(=O)Nc1nccs1)NCc1ccc2c(c1)OCO2 (configuration not stated),2,-9,i,0.6,-13,5,-1,0,1
O=C(CNC(=O)c1ccc(F)cc1)NCc1ccccn1,7,-3,i,1.2,-4,6,2,-7,7
O=[N+]([O-])c1cc(Br)cc(C=Nc2ccc3c(c2)OCO3)c1O,-7,10,i,0.3,-4,-9,-3,3,-4
N#CC1(c2ccccc2)CCC(=NO)CC1 (configuration not stated),7,5,i,-0.9,-3,-3,1,-10,0
CC(=O)C[C@H]1c2ccccc2S(=O)(=O)N1C1CCCCC1,-3,20,i,0.4,-2,19,0,-6,-1
COc1ccc(NS(=O)(=O)c2cc(C(=O)N3CCN(C/C=C/c4ccccc4)CC3)ccc2C)cc1,-10,13,i,-1.6,-4,9,3,8,-4
O=C(c1ccco1)N1CCN(C(c2coc3ccc(Cl)cc3c2=O)c2nnnn2C2CCCC2)CC1 (configuration not stated),-10,39,i,0.1,0,-3,-2,17,-6
C=C1CC(COc2cc(=O)oc3ccccc23)(c2ccccc2)OC1=O (configuration not stated),-7,-12,i,0.3,-3,4,2,-3,9
COc1ccc(C2=NN(C(=O)c3cccnc3)C(c3ccccc3)C2)cc1 (configuration not stated),-12,0,i,0.7,-5,-10,0,-2,-3
Cc1ccc(C2(C)NC(=O)N(CC(=O)c3ccc(Cl)s3)C2=O)cc1 (configuration not stated),-11,-2,i,0.8,-2,-6,-22,9,1
N#Cc1ccc(OCC(=O)Nc2ccncc2)cc1,2,17,i,-0.5,-1,6,2,-5,3
S=c1[nH]nc(-c2ccc(Cl)cc2)n1/N=C/C=C/c1ccco1,2,12,i,2.0,-1,-20,-1,14,2
COC(=O)C1=C(C)N(Cc2ccccc2)C(=NCCc2c[nH]c3ccccc23)N[C@H]1c1ccccc1,-41,-3,i,x,0,-51,4,-13,-9
Cc1ccc(N2CCN(C(=O)N3CCCC3)CC2)cc1Cl,-2,-1,i,-0.5,-4,-9,-1,-6,0
N#C/C(=C(/O)CN1C(=O)c2ccccc2C1=O)c1nc2ccccc2[nH]1,8,10,i,1.5,-4,-18,-4,-3,-1
COc1cc(NC(=O)COC(=O)[C@@H]2CCCN2S(=O)(=O)c2ccc(Cl)cc2)cc(OC)c1OC,5,-11,i,0.9,-11,-1,-2,5,0
O=C(O)Cn1c(COc2ccc(Cl)cc2)nc2ccccc21,0,3,i,-0.5,-2,-5,-1,10,-1
O=C(O)CN1C(=O)NC2(CCc3ccccc32)C1=O (configuration not stated),1,1,i,-0.4,-3,16,1,-6,-1
CN(NS(=O)(=O)c1ccc([N+](=O)[O-])cc1)c1ccccc1,6,8,i,2.0,1,4,4,-5,3
COc1ccc([C@H]2CC(=O)C=C(c3cc(C=O)ccc3OC)C2)cc1,-7,-4,i,1.2,-11,-5,1,15,-5
c1ccc(CCn2nnnc2C(c2cccs2)N2CCOCC2)cc1 (configuration not stated),-6,-1,i,0.1,-8,-3,0,-5,-7
CN(Cc1cnccn1)Cc1nc(Cc2ccccc2F)no1,4,-2,i,0.7,-5,9,1,-6,1
COc1cccc(N2CC(NS(=O)(=O)c3ccc4ccccc4c3)CC2=O)c1 (configuration not stated),-8,0,i,-2.0,5,1,-5,16,0
CSc1nc(Cl)c(Cc2ccc(OC(C)C)cc2)c(N2CCOCC2)n1,5,2,i,-1.3,0,18,3,40,8
COc1cc(C)c(C)cc1S(=O)(=O)N1CCN(Cc2ccccc2)CC1,-6,-10,i,0.5,-6,25,3,7,-3
CCCN1CCC(N2CCN(c3cccc(C(F)(F)F)c3)CC2)CC1,-15,-4,i,-0.1,-1,1,3,-5,10
O=C(Nc1cc(F)ccc1F)c1ccc(-n2cncn2)c([N+](=O)[O-])c1,-6,-17,i,1.3,-13,-6,3,-8,10
Cc1ccc(S(=O)(=O)NC(=NC(C)C)c2ccccc2)cc1,3,-6,i,-0.8,-4,-1,1,-6,2
COC(=O)C1=C(C)NC(C)=C(C(=O)OCC2CCCO2)C1c1cccc(Br)c1 (configuration not stated),6,4,x,-0.6,-1,11,-1,16,-5
Cc1cc2oc3ccc(NCCCN4CCOCC4)cc3c(=O)c2cc1C,2,3,i,-0.3,0,8,-3,-15,-8
C[C@@H](C(=O)O)[C@@H]1C[C@@]1(C)[C@@H](NC(=O)OCc1ccccc1)c1ccccc1,-8,-1,i,-0.3,-2,1,2,-8,-1
CCCS(=O)(=O)N1CCCC(C(=O)N2CCC(Cc3ccccc3)CC2)C1 (configuration not stated),-6,2,i,-1.0,7.7*,1,-2,1,-3
CC(C)CC(=O)Nc1ccnn1C1CCN(C(=O)c2ccccc2F)CC1,-4,6,i,-0.6,-6,4,1,0,-3

# In the list so far, these have fluorine.
SMILES,eLon inh,SKN-1 inh,Neddylation inh,MsrA inhibitor,bovine MsrA act,NRP1-CendR mod,Rin1 Abl inh,FAS TE block,MT1-MMP act inh
Fc1ccc(-c2ccc3c(c2)C2CC3CCN2Cc2ccc3c(c2)OCO3)cc1 (configuration not stated),-9,-9,i,0.3,1,-1,3,21,1
N=C1C(c2ccccc2)=C(O)CN1c1cccc(S(=O)(=O)Nc2cccc(C(F)(F)F)c2)c1,-5,-4,i,-0.2,-3,7,3,-1,4
O=C(Nc1ccc(S(=O)(=O)N2CCCCCC2)cc1)c1c(F)cccc1F,1,3,i,0.8,-12,-7,-2,12,x
O=C1C=C(c2ccc(F)cc2OCc2ccccc2)C[C@@H](c2ccc(F)cc2)C1,18,15,i,-0.5,0,-4,2,28,-1
CCN(CC(=O)Nc1ccccc1C(F)(F)F)C(=O)c1oc2c(Cl)cccc2c1C,-6,2,i,0.7,-1,4,-2,6,5
O=C(CNC(=O)c1ccc(F)cc1)NCc1ccccn1,7,-3,i,1.2,-4,6,2,-7,7
CN(Cc1cnccn1)Cc1nc(Cc2ccccc2F)no1,4,-2,i,0.7,-5,9,1,-6,1
CCCN1CCC(N2CCN(c3cccc(C(F)(F)F)c3)CC2)CC1,-15,-4,i,-0.1,-1,1,3,-5,10
O=C(Nc1cc(F)ccc1F)c1ccc(-n2cncn2)c([N+](=O)[O-])c1,-6,-17,i,1.3,-13,-6,3,-8,10
CC(C)CC(=O)Nc1ccnn1C1CCN(C(=O)c2ccccc2F)CC1,-4,6,i,-0.6,-6,4,1,0,-3
